Cav3 T inh: inhibitors of human Cav3.2 T-type calcium channel. O95180. Cav3.2-expressing cells, Fluo-4 calcium fluorescence FDSS; hits give low values. B-score at 10 µM. actives 4% (n = 100,000). AID 449739;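 active means single-dose well whose peak fluorescence ratio is a statistical outlier from its plate by either plate-standardised score or position-corrected B-score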
Target sequence (O95180 whole entry, looked up): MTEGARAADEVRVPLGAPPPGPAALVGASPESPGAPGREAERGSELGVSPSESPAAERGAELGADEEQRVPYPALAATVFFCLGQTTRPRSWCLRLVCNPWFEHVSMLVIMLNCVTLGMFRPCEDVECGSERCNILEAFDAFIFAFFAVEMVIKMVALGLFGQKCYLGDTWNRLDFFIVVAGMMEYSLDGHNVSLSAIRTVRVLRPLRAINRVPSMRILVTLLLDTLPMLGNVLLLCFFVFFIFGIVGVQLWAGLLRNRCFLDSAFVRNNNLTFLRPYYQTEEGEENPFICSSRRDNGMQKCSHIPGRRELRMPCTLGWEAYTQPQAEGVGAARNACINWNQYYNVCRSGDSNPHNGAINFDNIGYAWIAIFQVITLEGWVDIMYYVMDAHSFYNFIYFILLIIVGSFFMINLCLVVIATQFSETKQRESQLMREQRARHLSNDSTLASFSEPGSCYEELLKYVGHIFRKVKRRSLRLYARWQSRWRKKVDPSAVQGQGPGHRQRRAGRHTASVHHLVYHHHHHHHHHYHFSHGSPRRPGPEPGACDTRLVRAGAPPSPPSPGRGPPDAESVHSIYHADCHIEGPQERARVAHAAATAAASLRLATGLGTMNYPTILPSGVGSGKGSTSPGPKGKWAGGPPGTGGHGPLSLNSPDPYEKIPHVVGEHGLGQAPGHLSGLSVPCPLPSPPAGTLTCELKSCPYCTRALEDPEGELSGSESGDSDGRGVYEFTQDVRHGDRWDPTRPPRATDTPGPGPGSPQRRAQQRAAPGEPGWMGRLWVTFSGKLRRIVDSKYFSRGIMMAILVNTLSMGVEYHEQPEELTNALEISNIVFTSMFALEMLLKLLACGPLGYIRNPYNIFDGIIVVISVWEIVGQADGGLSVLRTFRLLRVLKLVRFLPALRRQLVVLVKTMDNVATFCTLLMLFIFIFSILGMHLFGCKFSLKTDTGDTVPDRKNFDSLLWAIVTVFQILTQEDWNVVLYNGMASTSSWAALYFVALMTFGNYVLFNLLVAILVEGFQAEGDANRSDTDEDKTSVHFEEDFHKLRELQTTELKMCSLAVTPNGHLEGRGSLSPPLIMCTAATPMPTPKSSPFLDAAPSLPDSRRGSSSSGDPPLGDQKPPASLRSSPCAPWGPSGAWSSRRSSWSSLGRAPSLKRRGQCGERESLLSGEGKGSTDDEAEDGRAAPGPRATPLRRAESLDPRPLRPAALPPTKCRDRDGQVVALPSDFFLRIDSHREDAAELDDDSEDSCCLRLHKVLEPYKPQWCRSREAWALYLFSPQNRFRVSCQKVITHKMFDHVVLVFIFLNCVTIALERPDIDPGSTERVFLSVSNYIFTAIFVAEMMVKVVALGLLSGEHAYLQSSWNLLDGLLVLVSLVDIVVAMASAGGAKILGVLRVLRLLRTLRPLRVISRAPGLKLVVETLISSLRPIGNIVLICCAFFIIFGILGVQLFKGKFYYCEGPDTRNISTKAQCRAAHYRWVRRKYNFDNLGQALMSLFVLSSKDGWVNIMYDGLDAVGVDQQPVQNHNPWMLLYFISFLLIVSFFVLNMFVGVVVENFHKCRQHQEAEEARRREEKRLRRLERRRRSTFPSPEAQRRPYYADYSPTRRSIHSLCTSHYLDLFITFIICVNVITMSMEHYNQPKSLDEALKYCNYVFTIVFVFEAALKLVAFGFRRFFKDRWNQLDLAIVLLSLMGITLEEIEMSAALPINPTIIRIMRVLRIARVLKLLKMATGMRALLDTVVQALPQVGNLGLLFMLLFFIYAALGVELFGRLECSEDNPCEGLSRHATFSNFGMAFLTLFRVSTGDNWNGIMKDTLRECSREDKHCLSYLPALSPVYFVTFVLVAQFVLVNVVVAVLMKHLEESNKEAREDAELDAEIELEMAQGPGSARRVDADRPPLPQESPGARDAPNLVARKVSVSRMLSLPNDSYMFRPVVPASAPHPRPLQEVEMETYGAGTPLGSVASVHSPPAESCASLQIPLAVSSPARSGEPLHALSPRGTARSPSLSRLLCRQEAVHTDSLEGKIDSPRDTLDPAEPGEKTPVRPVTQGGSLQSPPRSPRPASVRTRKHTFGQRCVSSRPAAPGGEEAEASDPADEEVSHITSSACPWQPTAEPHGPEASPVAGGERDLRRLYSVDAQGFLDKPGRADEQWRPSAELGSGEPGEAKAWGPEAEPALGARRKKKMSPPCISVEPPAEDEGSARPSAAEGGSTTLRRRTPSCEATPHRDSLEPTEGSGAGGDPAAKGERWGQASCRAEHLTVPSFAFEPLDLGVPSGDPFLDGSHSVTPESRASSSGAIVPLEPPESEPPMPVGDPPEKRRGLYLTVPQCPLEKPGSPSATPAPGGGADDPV
Active calls of the source: *.

SMILES | Cav3 T inh
Cc1ccc(N(C(=O)c2ccc3c(c2)OCO3)C2C=CS(=O)(=O)C2)cc1 (stereo not given) | -0.42
COc1ccc(NC(=O)c2ccco2)cc1N | -0.61
CCCCCC(=O)NC(=S)Nc1ccc(N2CCCCC2)c(Cl)c1 | -2.1
Cc1cccc(C)c1Oc1nc(-c2ccccc2)ncc1S(=O)(=O)c1ccccc1 | -2
O=C(O)CN(c1ccccc1F)S(=O)(=O)c1ccccc1 | 0.92
Cn1c(SCC(=O)OCc2ccccc2)nnc1-c1ccco1 | 0.069
CC(C)(C)OC(=O)N1CCOCCOCCN(C(=O)OC(C)(C)C)CCOCC1 | 0.83
CC(=O)N1CCN(C(=O)CCc2c[nH]c3ccccc23)CC1 | 0.77
CCn1c(COc2ccccc2)nnc1SCC(=O)Nc1cc(OC)ccc1OC | -0.12
O=C(NCc1ccccn1)c1ccc(Cl)cc1Cl | 1
CN1C(=O)c2c(sc3c2CCCC3)NC1c1ccccc1O (stereo not given) | -0.19
Cc1cc(NC(=O)c2cnn3cccnc23)n(-c2ccccc2)n1 | 0.06
Cc1cc(C)cc(-c2nnc(SCC(=O)NCc3cccs3)o2)c1 | -1.4
CCCCOc1ccc(NC(=O)CN2CCN(C(=O)OCC)CC2)cc1 | -0.7
CC(=O)Nc1ccc(S(=O)(=O)Oc2cccc(N3C(=O)C4CCCCC4C3=O)c2)cc1 (stereo not given) | 1.5
O=C(O)c1ccccc1C(=O)OCc1ccccc1 | -0.074
COc1ccc(N2C(=O)CC(Cc3ccccc3)C2=O)cc1 (stereo not given) | 1.1
O=C(NCc1nc2ccccc2[nH]1)c1cccc(S(=O)(=O)N2CCOCC2)c1 | -1.1
COc1ccc(NC(=O)CSc2nnc(CN3CCOCC3)n2-c2ccccc2)cc1Cl | -0.18
O=C(NC1CCCc2ccccc21)C1CCN(S(=O)(=O)N2CCCCCC2)CC1 (stereo not given) | -0.71
C=C1CSc2nc3ccccc3c(=O)n21 | 1
C#CCOCCOCCOCCNc1nc(N2CCN(C(=O)[C@H]([C@@H](C)CC)n3cc([C@@H](N)Cc4ccc(O)cc4)nn3)CC2)nc(N2CCN(C(=O)[C@H]([C@@H](C)CC)n3cc([C@@H](N)CC(C)C)nn3)CC2)n1 | 0.92
CC1(C)CC(=O)c2c(O)cc(O)cc2O1 | 0.94
Cc1ccccc1NC(=S)Nc1cccc([N+](=O)[O-])c1 | -0.11
S=C(NCCSCc1ccccc1Cl)Nc1ccccc1 | -6.4*
CCOC(=O)c1nnn(-c2nonc2-n2cccc2)c1CN1CCC(C)CC1 | -0.42
COC(=O)c1ccccc1NC(=O)c1cnn2c(C(F)F)cc(C3CC3)nc12 | -2.8
CCOC(=O)c1[nH]c(=O)[nH]c1COC(=O)c1cc2ccccc2o1 | -0.041
CCN(CC)C(NC(=O)Cc1ccccc1)C(Cl)(Cl)Cl (stereo not given) | -0.03
COc1ccc(OCc2nc(N)nc(Nc3ccc(C)cc3)n2)cc1 | -0.98
Cc1cc(N2CCN(c3ccccc3Cl)CC2)n2cc(-c3ccccc3)nc2n1 | -4.3*
CCOC(=O)N1CCC(NC(=O)Cn2c3c(c(-c4ccccc4Cl)cc2=O)CCC3)CC1 | -0.27
Cc1c(C(=O)OCC(=O)c2ccc3c(c2)OCCO3)oc2ccccc12 | -2.2
Cc1csc(NC(=O)CSc2nnnn2C)n1 | 0.55
CCOC(=O)c1c(C)[nH]c(C(=O)COC(=O)c2cnc(C)cn2)c1C | 0.87
Oc1ccc(CNc2ccc(F)cc2)c2cccnc12 | 0.016
Clc1ccccc1Nc1ncnc2c1nnn2Cc1ccccc1 | -0.71
Clc1ccc(-c2nc3ncccn3c2Nc2ccc3c(c2)OCO3)cc1 | -0.25
COc1ccc(Cl)cc1NC(=O)C1CC(=O)N(c2ccc(F)cc2)C1 (stereo not given) | -0.83
COc1ccc(NS(=O)(=O)c2ccc(OC)c(OC)c2)cc1OC | 0.2
O=C(CSc1nc(-c2ccco2)cc(C(F)(F)F)n1)Nc1ccc2c(c1)OCO2 | -2.2
Nc1ncnc2c1ncn2C1CCC(CO)C(O)C1 (stereo not given) | -0.16
O=C(CN1CCN(c2ccccc2)CC1)Nc1nccs1 | -0.43
Cc1cc(C)n2c3c(c(C#N)c2n1)CC(C)(C)OC3 | 1.1
COC(=O)CSc1nnc(-c2ccco2)n1-c1ccc(C)cc1 | 0.62

6 entries out of the list above, sorted by the value under Cav3 T inh, falling:
SMILES | Cav3 T inh
CCOC(=O)c1c(C)[nH]c(C(=O)COC(=O)c2cnc(C)cn2)c1C | 0.87
COC(=O)CSc1nnc(-c2ccco2)n1-c1ccc(C)cc1 | 0.62
COc1ccc(NS(=O)(=O)c2ccc(OC)c(OC)c2)cc1OC | 0.2
COc1ccc(Cl)cc1NC(=O)C1CC(=O)N(c2ccc(F)cc2)C1 (stereo not given) | -0.83
O=C(CSc1nc(-c2ccco2)cc(C(F)(F)F)n1)Nc1ccc2c(c1)OCO2 | -2.2
Cc1cc(N2CCN(c3ccccc3Cl)CC2)n2cc(-c3ccccc3)nc2n1 | -4.3*

2 entries from above, as comma-separated lines.
molecule,Cav3 T inh
Cc1c(C(=O)OCC(=O)c2ccc3c(c2)OCCO3)oc2ccccc12,-2.2
Cc1csc(NC(=O)CSc2nnnn2C)n1,0.55

(list continues)
SMILES | Cav3 T inh
NC(=O)c1nsc(C(=O)N(CC(=O)NCc2ccc3c(c2)OCO3)C2CCCCC2)c1N | 0.92
COc1ccc(NC(=O)C2OC3OC(C)(C)OC3C3OC(C)(C)OC23)cc1 (stereo not given) | 0.46
CCOC(=O)C(NC(C)=O)(Nc1ccc(S(=O)(=O)Nc2cc(C)nc(C)n2)cc1)C(F)(F)F (stereo not given) | 0.32
NC(=O)CC(NC(=O)Cc1cccc2ccccc12)c1ccc(NC2CCC2)c([N+](=O)[O-])c1 (stereo not given) | 1.5
COc1ccc(C(=O)C(OC(=O)CNC(=O)c2ccco2)c2ccccc2)cc1 (stereo not given) | -2.6
Clc1ccccc1-c1nc2ccccc2c2nncn12 | 0.55
Cc1nnc2c(Oc3ccccc3)nc3ccccc3n12 | 0.87
O=C(CCn1c(=O)c2ccccc2n(CC(=O)NC2CCCC2)c1=O)NCc1ccco1 | 0.81
Cc1nc2ccccc2c(=O)[nH]1 | 0.62
N#Cc1c(NC(=O)CSc2nnc(-c3ccco3)n2-c2ccccc2)sc2c1CCC2 | 0.21
CCC(C)(C)NC(=O)C(c1ccncc1)N(Cc1ccc(C)cc1)C(=O)c1csnn1 (stereo not given) | 0.67
Cc1cccc2[nH]c3c(N4CCN(C(=O)c5ccco5)CC4)ncnc3c12 | 0.76
O=C(Cn1c(=O)n(CC(=O)NCc2ccccc2)c2ccccc21)NCc1ccccc1 | -0.074
COCCn1c(CN2CCN(c3ccccc3)CC2)nc2c1c(=O)n(C)c(=O)n2C | 0.16
O=C(NN1CCOCC1)c1cc(-c2ccccc2)nc2ccccc12 | 0.58
COc1cccc(CNc2ncnc3cc(OC)c(OC)cc23)c1 | 1.7
N/C(=N\OC(=O)CCC1CCCCC1)c1cccc([N+](=O)[O-])c1 | 0.14
COCn1c(-c2ccc(OC)cc2)nc2ccccc21 | 0.53
COc1ccc(OCCCON2C(=O)c3ccccc3C2=O)cc1 | -1.5
O=C(O)CSc1ncnc2nc[nH]c12 | 0.89
CNC(=O)COC(=O)c1cc(NC(=O)c2ccco2)c(OC)c(OC)c1 | 1.1
C#CCOCCOCCOCCNc1nc(N2CCN(C(=O)C(Cc3ccc(O)cc3)n3cc(C(N)CC(C)C)nn3)CC2)nc(N2CCN(C(=O)C(Cc3ccc(O)cc3)n3cc(C(N)C(C)CC)nn3)CC2)n1 (stereo not given) | 1.4
O=C(Nc1ccon1)C(Sc1ccccc1)c1ccccc1 (stereo not given) | -4.2*
CCn1c(CNC(=O)c2ccc(OC)cc2)nnc1SC | 0.0059
CCn1c(SCC(=O)Nc2ccc(OC)c(OC)c2)nnc1-c1c[nH]c2ccccc12 | 0.73
CCCN(N=Nc1cccc([N+](=O)[O-])c1)c1cccc([N+](=O)[O-])c1 | -4.2*
ONC=Nc1cccc2nonc12 | -0.12
O=C(NCC(=O)N(Cc1ccco1)C(C(=O)NC1CCCCC1)c1cccnc1)c1cccs1 (stereo not given) | 0.28
CS(=O)(=O)c1nc(-c2ccccc2)cc(-c2ccccc2)c1C#N | 0.64
Cc1cc(NC(=O)c2ccc3c(c2)C(=O)N(CCC(C)C)C3=O)no1 | -0.43
O=C(CSc1nc(-c2ccco2)cc(C(F)(F)F)n1)Nc1ccc(C(=O)N2CCCCC2)cc1 | -1.4
O=C(c1ccccc1)N1CCN(C(=O)c2ccc(OC(F)(F)F)cc2)CC1 | -0.27
CC(=O)N(CC1CCCO1)c1nnc(-c2cnccn2)s1 (stereo not given) | 0.85
NS(=O)(=O)c1ccc(CCNC(=O)CCCC2=NS(=O)(=O)c3ccccc3N2)cc1 | 0.098
CCN(CC)c1nc(OC)nc(-n2nnc(C(C)=O)c2C)n1 | 0.32
CCOC(=O)/C(N=Nc1ccc(F)cc1)=C(/O)c1ccc([N+](=O)[O-])cc1 | 0.35
NC(=O)COC(=O)c1ccc(Oc2ccccc2)cc1 | 0.47
CCOC(=O)c1cc(CC)sc1NC(=O)C(c1ccccc1)c1ccccc1 | -1.7
Cc1cccc(N2C(=O)C3C4CC(C(Br)C4Br)C3C2=O)n1 (stereo not given) | 0.97
CN(C)S(=O)(=O)c1cccc(C(=O)N(Cc2ccc(F)cc2)Cc2ccco2)c1 | -4.5*
CCOC(=O)C1CCN(c2cc(=O)n(-c3ccc(OC)cc3)c(=O)[nH]2)CC1 | 0.31
CCOc1ccc(N(CC(=O)NC(C)(C)C)S(=O)(=O)c2c(C)noc2C)cc1 | 0.23
O=C(CCSc1ccccc1)NCCN1CCOCC1 | 0.086
Cc1ccccc1N1C(=O)N(c2cccc(C(F)(F)F)c2)C2CS(=O)(=O)CC21 (stereo not given) | -0.61
Cc1ccc(C=Nc2ccc(N(C)C)cc2)o1 | -1.5
Cc1oc(-c2ccccc2F)nc1CS(=O)(=O)CC(=O)N1CCOCC1 | -0.7
COc1cccc(-c2nnc(NC(=O)c3ccc(S(=O)(=O)N4CCOCC4)cc3)o2)c1 | -1.4
Nc1[nH]c(=S)[nH]c(=O)c1-c1ccccc1 | -0.17
COc1ccc2[nH]c(=O)c(CN(Cc3cccs3)S(=O)(=O)c3c(C)ccc4nsnc34)cc2c1 | -2.6
COc1ccc(-n2c(COc3ccccc3)nnc2SCc2ccc(C#N)cc2)cc1 | -2.8
O=S(=O)(c1cccs1)N1CN(CC2CCCO2)c2nc3ccccc3nc21 (stereo not given) | -2.2
CCOCCn1cnc2sc(C(=O)Nc3nc(C)c(C(=O)OCC)s3)c(C)c2c1=O | 0.64
Cc1nnc(C)n1/N=C/c1ccccn1 | 0.23
CC(C)COc1ccc(-c2nn(-c3ccccc3)cc2C(=O)Nc2nccs2)cc1 | -0.7
COc1cc2c(cc1OC)CN(C(=O)CSc1nnc3scc(-c4ccccc4)n13)CC2 | 1.4
O=C(Nc1cccc(C(F)(F)F)c1)c1cccnc1N1CCCC1 | -1.7
CC1=C(OC(=O)c2ccccc2)C(C)(C)C(c2ccccc2)OC1=O (stereo not given) | 0.42
CCn1c(=O)c(C(=O)NCc2ccccn2)c(O)c2ccccc21 | -0.93
CCOc1ccc(CC(=O)Nc2c(C(N)=O)oc3ccccc23)cc1OCC | 0.44
COc1cccc(-c2cc(C(=O)NCc3ccco3)no2)c1 | -0.67

Molecules listed so far with a tert-butyl group:
SMILES | Cav3 T inh
CC(C)(C)OC(=O)N1CCOCCOCCN(C(=O)OC(C)(C)C)CCOCC1 | 0.83
CCOc1ccc(N(CC(=O)NC(C)(C)C)S(=O)(=O)c2c(C)noc2C)cc1 | 0.23

(list continues)
SMILES | Cav3 T inh
Cc1ccc(OC(=O)c2cccc(C(=O)Oc3ccc(C)cn3)n2)nc1 | 0.82
O=C(Nc1ccc(F)cc1)N1CCN2C(=O)c3ccccc3C12c1ccccc1 (stereo not given) | -2.8
Cc1cccc(-n2ccnc2SCC(=O)Nc2cc(C)on2)c1 | 1.3
Cc1ccc(C(=O)COC(=O)c2cccc(NC(=O)c3ccc([N+](=O)[O-])cc3[N+](=O)[O-])c2)cc1 | -3.5
COc1ccccc1/C=C/C(=O)c1cc(Br)ccc1OC(=O)c1ccco1 | -4.5*
O=C(NCCO)c1ccc2c3n(nc2c1)-c1ccccc1CO3 | 0.05
N#CC1=C(N)NC(SCC(=O)Nc2ccccc2)=C(C#N)C12CCCCC2 | -5*
Cc1ccc(C(=O)N2CCN(c3cccc(Cl)c3)CC2)cc1C | -2.1
CCCOc1c(OC)cccc1C1CC(=O)Nc2cc3c(cc21)OCO3 (stereo not given) | -0.97
Cc1[nH]n(-c2ccccc2)c(=O)c1N=Nc1nccs1 | -3.5
COc1ccc(NC(=O)CNS(=O)(=O)c2cccs2)cc1 | -0.76
O=C(O)C1Nc2ccc(C(F)(F)F)cc2C2OCCC12 (stereo not given) | 0.068
Cc1cc(C)n2nc(-c3ccc(F)cc3)nc2n1 | 0.43
O=C1CC(c2cccc([N+](=O)[O-])c2)c2c(ccc3ccccc23)N1 (stereo not given) | 0.18
CCN(CC)C(=O)N1CCN(C)CC1 | -0.071
Cc1ccc(OCc2nc(-c3ccc(Cl)cc3)n[nH]2)cc1 | -2.4
CCOC(=O)/C(C#N)=C/Nc1ccccc1OC | 0.041
Nc1nc(NC(=O)c2cccc(S(=O)(=O)N3CCCCCC3)c2)nc(-c2ccccc2)n1 | -2.3
COC(=O)C(NC(C)=O)(Nc1ccc(Br)cn1)C(F)(F)F (stereo not given) | -0.59
CCN(C1CCCCC1)S(=O)(=O)c1cn(C)c(=O)n(C)c1=O | 0.12

Individual results from the entries so far:
Cav3 T inh with COc1ccc(NC(=O)CNS(=O)(=O)c2cccs2)cc1 : -0.76
Cav3 T inh with C=C1CSc2nc3ccccc3c(=O)n21 : 1
Cav3 T inh with COc1cccc(-c2cc(C(=O)NCc3ccco3)no2)c1 : -0.67
Cav3 T inh with CC1(C)CC(=O)c2c(O)cc(O)cc2O1 : 0.94
Cav3 T inh with Cc1ccc(C=Nc2ccc(N(C)C)cc2)o1 : -1.5
Cav3 T inh with Cc1cccc(-n2ccnc2SCC(=O)Nc2cc(C)on2)c1 : 1.3

Screens: PubChem, Vanderbilt High Throughput Screening Facility

Not all compounds are listed; rates above refer to the full screens.
